Source: PubChem
TbREL1 inh: TbREL1 inhibition, primary screen; TbREL1 RNA ligation, FRET fluorescence; 0.49% of 89,000 active; inhibition, % at 9.66 µM;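 active means inhibition above the mean inhibition across all screened compounds plus 3 SD, cut at about 11% in these data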;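 further: 0% = plate median of test wells and 100% = NSC42067 control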
Target sequence (P86926 whole entry, looked up): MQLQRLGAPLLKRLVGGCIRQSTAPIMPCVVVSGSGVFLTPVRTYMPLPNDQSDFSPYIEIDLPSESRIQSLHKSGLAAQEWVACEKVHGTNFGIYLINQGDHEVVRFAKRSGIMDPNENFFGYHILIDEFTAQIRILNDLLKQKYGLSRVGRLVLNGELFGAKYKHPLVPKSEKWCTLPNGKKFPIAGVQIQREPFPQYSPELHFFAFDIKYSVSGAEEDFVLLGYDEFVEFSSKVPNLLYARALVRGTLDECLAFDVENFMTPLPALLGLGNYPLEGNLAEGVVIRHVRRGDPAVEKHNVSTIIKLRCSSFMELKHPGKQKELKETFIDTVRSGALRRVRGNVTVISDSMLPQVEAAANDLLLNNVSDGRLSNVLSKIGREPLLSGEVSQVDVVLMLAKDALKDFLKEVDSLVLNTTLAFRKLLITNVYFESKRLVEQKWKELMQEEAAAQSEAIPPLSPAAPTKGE
The depositor's hits bear a star. A portion of the library. The share of hits here may be higher or lower than overall.

SMILES	TbREL1 inh
CCC1CCCCN1C(=O)Cn1nc([N+](=O)[O-])c(Cl)c1C (stereo not given)	0
CC1CSC(N(C(=O)c2ccc(S(C)(=O)=O)cc2)c2ccc(Cl)cc2)=N1 (stereo not given)	3
CCCC(=O)N1CCN(c2ccc(NC(=O)c3ccc(N4CCCC4)c([N+](=O)[O-])c3)cc2Cl)CC1	2
O=C(c1ccccc1)C(C(=O)N1CCCCC1)n1ccccc1=O (stereo not given)	-4
CC1CN(c2ccc(Cl)nn2)CC(C)O1 (stereo not given)	4
O=c1[nH]c2ccc(S(=O)(=O)Nc3ccc(-c4nnc5n4CCCCC5)cc3)cc2o1	7
O=C(NC(=S)Nc1ccc(CN2CCOCC2)cc1)c1ccc(-c2cccc(Cl)c2)o1	-5
COc1ccc(S(=O)(=O)N2CCN(c3cccc(C)c3C)CC2)cc1	2
CC(C)S(=O)(=O)c1csc(NC(=O)Nc2ccc(Cl)cc2)c1Cl	6
O=C(Nc1ccc2c(c1)ncn2-c1ccccc1)c1ccco1	2
C=CCN1C(=NC(=O)CCCC(=O)O)SC2CS(=O)(=O)CC21 (stereo not given)	2
COc1c(C)cc(Br)cc1C(=O)NC(=S)Nc1ccc(Cl)c(C(=O)O)c1	0
Nc1nonc1C(=O)OCC(=O)c1ccc(Cl)cc1	2
CSc1ccc(S(=O)(=O)N2CCC(C(=O)NCc3ccncc3)CC2)cc1	-4
COc1cc(-c2ccc(N3C(c4ccsc4)=Cc4ccc(F)cc4C3c3c[nH]c4ccc(C#N)cc34)cc2)cc(OC)c1OC (stereo not given)	1
c1cc(-c2cc3cc(N4CCOCC4)ccc3o2)cs1	1
CC1CCCC(C(=O)O)N1C(=O)CCSC(=O)c1ccccc1 (stereo not given)	7
Cn1cc(S(=O)(=O)Nc2ccc(OC(F)(F)F)cc2)c(=O)n(C)c1=O	-4
CC(NC(=O)C12CC3CC(CC(C3)C1)C2)C(=O)N/N=C/C1=C(N2CCOCC2)C(=C\c2cccc([N+](=O)[O-])c2)/CC1 (stereo not given)	-1
Cc1ccc(C)c(NC(=O)N2CCCCCC2)c1	-1
O=C(NNc1cccc(Cl)n1)Nc1ccccc1	1
Cc1ccc(N2C(=O)c3ccc(C(=O)O)cc3C2=O)cc1C	0
COc1ccccc1NS(=O)(=O)c1cc(NC(=O)c2ccc3ccccc3n2)ccc1Cl	0
Cc1nn(C)cc1/C=N/n1nnnc1N	1
C=CCN1C(=O)[C@H](CC(=O)N2CCOCC2)[C@@]2(C(=O)OCC)CCCC=C12	0
NC(=O)c1ccnc2c(O)cccc12	0
COCCCn1cc(CN2CC(N3CCSCC3)CS2(=O)=O)nn1 (stereo not given)	3
CCOc1cc(/C=N/NC(=O)CN(CCc2ccccc2)S(=O)(=O)c2ccc(NC(C)=O)cc2)ccc1O	2
O=C(c1cc2cc([N+](=O)[O-])ccc2oc1=O)n1cccn1	1
C/C(=N\NC(=O)c1ccc(F)cc1)c1cccc(NC(=O)c2cccc(F)c2)c1	6

Two entries from above in another layout:
| molecule | TbREL1 inh |
| --- | --- |
| O=C(c1cc2cc([N+](=O)[O-])ccc2oc1=O)n1cccn1 | 1 |
| C/C(=N\NC(=O)c1ccc(F)cc1)c1cccc(NC(=O)c2cccc(F)c2)c1 | 6 |

(continued)
SMILES	TbREL1 inh
CC(=O)NC1CCC(C(=O)O)(c2ccccc2)C1 (stereo not given)	6
C=CCn1c(C)cc(C(=O)CSc2n[nH]c(N)n2)c1C	-4
COc1cc(OC)cc(-n2nnnc2SCC(=O)Nc2nc3c(s2)CCCC3)c1	-3
CC1(C)CC(=O)C/C(=N\NC(=O)Cc2ccccc2)C1	2
CSc1nncc(/C(C)=N\Nc2ccccc2)n1	8
COc1ccc(C)cc1NC(=O)CSc1nnc2ccc(-c3cccnc3)nn12	0
CCCNC(=O)c1ccc2c(c1)ncn2-c1ccccc1OC	1
C[C@]12c3[nH]c4ccc(Cl)cc4c3CCN1C(=O)[C@@H](CC(=O)NCc1cccc(C(F)(F)F)c1)C[C@@H]2C(=O)N1CCCCC1	2
COc1ccc2cc(C(=O)NCc3ccccc3)c(=Nc3ccc(C(=O)O)cc3)oc2c1	1
Cc1ccc(NC(=O)c2ccc(-c3nn(C)c(=O)c4ccccc34)cc2)cc1	-3
O=C(COC(=O)C1CCC1)Nc1ccc(Oc2ccccc2)cc1	6
Cc1cccc(C2=NN(c3ccccc3)[C@@H](C(=O)N3CCOC3=O)[C@@H]2c2ccc([N+](=O)[O-])cc2)c1	0
COC(=O)c1c(-c2ccccc2)oc2c1C(OCCO)CCC2 (stereo not given)	-3
Cc1ccc(C)c(NC(=O)CSc2n[nH]c(-c3ccccn3)n2)c1	1
Cc1ccccc1NC(=O)CSc1nc2c(c(=O)n(C)c(=O)n2C)n1C	3
COc1ccc2nc(NC(=O)CSc3nccc(C)n3)sc2c1	0
CSc1ccc(S(=O)(=O)NCC(=O)OCC(=O)N(C)CC(=O)Nc2ccc(F)cc2)cc1[N+](=O)[O-]	-1
Cc1cc(Nc2ccc(F)cc2Cl)n2ncnc2n1	1
Cc1cc(C(=O)COC(=O)c2cccs2)c(C)n1-c1c(C)n(C)n(-c2ccccc2)c1=O	-2
CCCc1cc(=O)n2[nH]c(SCc3ccccc3)nc2n1	7
O=C(COC(=O)c1cccc(S(=O)(=O)N2CCCCC2)c1)NC1CCCc2ccccc21 (stereo not given)	-3
O=C(CCN1CCN(C/C=C/c2ccccc2)CC1)Nc1cccc(F)c1	-2
COc1ccc(C(=O)Nc2cccc(-c3ccc4nncn4n3)c2)cc1OC	1
CCc1ccc(NC(=O)Nc2ccc3c(c2)N(C)C(=O)CS3)cc1	1
Cc1nn(-c2ccccc2)c2c1C(c1ccccc1)C(C#N)=C(N)O2 (stereo not given)	-3
O=S(=O)(Nc1ccc(-n2cnnn2)cc1)c1ccccc1F	-3
Cc1cc(NC(=O)c2ccc([N+](=O)[O-])cc2)n(CCC#N)n1	4
COCc1cc(C)nc(SC)c1C#N	-2
Cc1ccc(S(=O)(=O)N2C[C@@H]3[C@H]4CC[C@H](C4)[C@@H]3[C@@H](C)[C@H]2c2ccco2)cc1	0
COc1ccc(S(=O)(=O)N2CCOC23CCN(C(=O)c2ccccc2OC)CC3)cc1	0
Cc1ccc(N2C(=O)c3ccc(C(=O)NCCN4CCOCC4)cc3C2=O)cc1	-2
N#CC1=C(N)Oc2c(oc(CO)cc2=O)C1c1ccccc1[N+](=O)[O-] (stereo not given)	4
Cc1ccc(NC(=O)c2ccc3c(c2)N(CC(=O)NC(C)C)C(=O)C(C)(C)O3)cc1	1
Cc1cc(C)nc(NS(=O)(=O)c2ccc(NC(=O)CN3C(=O)S/C(=C\c4ccccc4)C3=O)cc2)n1	-1
COc1ccc(-n2c(Cc3cccn3C)nnc2SCC(=O)Nc2cccc(OC)c2)cc1	-4
Cc1ccc(C(=O)Nc2nc3ccccc3s2)s1	5
O=C(Nc1ccc(F)cc1)c1cccc(N2C(=O)C3C4C=CC(C4)C3C2=O)c1 (stereo not given)	-2
O=C(CSc1ncn[nH]1)NCc1ccc(Cl)cc1	1
ClCc1nnc(-c2cc3c(s2)CCCC3)o1	2
Cc1ccc(Sc2ncccc2COC(=O)Nc2c(C)cccc2C)cc1	0
CC(C)NC(=O)c1ccc2c(c1)N(CC(=O)N1CCCCC1)C(=O)C(C)(C)O2	3
CN1CCN(CCCCOc2ccc(Br)cc2)CC1	9
COC(=O)c1ccc(N2C(=O)C3CC=CC(C)C3C2=O)cc1 (stereo not given)	0
Cn1c(=O)c2ncn(CC(=O)N/N=C/C=C/c3ccccc3)c2n(C)c1=O	0
O=C(c1ccc(N2CCCC2=O)cc1)N1CCCCCC1	-2
CCN(C(=O)COC(=O)c1ccc(F)c(S(=O)(=O)N2CCOCC2)c1)C1CCS(=O)(=O)C1 (stereo not given)	-2
O=C1CCC(C(=O)OCc2nnc(-c3ccc(Br)cc3)o2)=NN1	2
Cc1cccc(NC(=O)c2nc[nH]c2C(=O)NCC(=O)OCc2ccccc2)c1	5
CCc1ccccc1N1CC(C(=O)Nc2cc(C)on2)CC1=O (stereo not given)	6
CSc1nc(Cl)c(Br)c(Nc2c[nH]c(=O)[nH]c2=O)n1	5
Further results.
SMILES	TbREL1 inh
Cc1nnc(-c2cccc(Br)c2)c2cn(-c3cccc(Br)c3)nc12	1
OCC(CO)(CO)N=Cc1c(O)ccc2ccccc12	3
Cc1ccc(S(=O)(=O)NC(C(=O)OCC(=O)NC(=O)c2cccn2C)C(C)C)cc1 (stereo not given)	0
CCC(Oc1ccccc1OC)C(=O)Nc1ccc2c(c1)OCO2 (stereo not given)	-3
Cc1cccc(Cn2cc(/C=C/[N+](=O)[O-])c3ccccc32)c1	1
CCOc1cccc2c1OC1(C)CC2NC(=O)N1c1cccc(F)c1 (stereo not given)	3
CCN(CC)C(=O)Cn1cc(S(=O)(=O)CC(=O)N2CCCCCC2)c2ccccc21	-1
O=C(Nc1ccccc1C(=O)NCc1cccnc1)c1ccccc1F	-3
CCCCN(C(=O)CN1C(=O)C2CC=CCC2C1=O)c1c(N)n(CCC)c(=O)[nH]c1=O (stereo not given)	3
Cc1cc(F)ccc1S(=O)(=O)N1CCCOC1CNC(=O)C(=O)NCc1ccc2c(c1)OCO2 (stereo not given)	-2
Cc1ccc(S(=O)(=O)NCC(=O)N/N=C/c2ccccc2O)cc1	0
CC(C)OC(=O)c1c(NC(=O)c2cccs2)sc2c1CCCC2	2
O=C(CN1C(=O)c2ccccc2S1(=O)=O)Nc1cccc(S(=O)(=O)N2CCCCC2)c1	-1
COc1ccc(-c2c(-c3ccccc3)n(C)c3ccccc23)cc1	-1
C=CCN(CC=C)C(=S)NCCc1ccc(OC)c(OC)c1	-4
COc1ccc(-c2c(NC(=O)c3ccco3)oc3c(C)cccc3c2=O)cc1OC	-3
COc1ccccc1-c1cnc2c(c1)C(=O)N([C@@H](C)CO)C[C@@H](C)[C@H](CN(C)C(=O)c1cccnc1)O2	-2
CCOC(=O)c1sc(C)c2c(=O)n(CC(=O)c3ccc(Br)cc3)nnc12	4
Cc1ccc(NC(=O)CSc2nnc(Cc3cccn3C)n2-c2ccc(F)cc2)cc1	-5
CCN(CC)c1ccc(NC(=O)CN2C(=O)CC(C)(C)S(=O)(=O)c3ccccc32)c(C)c1	-9
COc1ccc(Cl)cc1NC(=O)CSc1nc(NS(=O)(=O)c2ccccc2)cc(=O)[nH]1	-3
O=C1NC[C@H](c2ccccc2)OC(=O)[C@@H](Cc2ccc(F)cc2)CC/C=C/C[C@H]1CC(=O)N(CCO)Cc1ccccc1	-2
Cc1cc(=O)[nH]c(SCC(=O)NC2CCCc3ccccc32)n1 (stereo not given)	2
CC1CCc2nc(NC(=O)c3ccc(S(=O)(=O)N4CCCc5ccccc54)cc3)sc2C1 (stereo not given)	0
FC(F)(F)c1cnc(NNC(=S)Nc2ccc(Cl)cc2)c(Cl)c1	-8
O=C(CCCc1c[nH]c2ccccc12)Nc1ncccc1O	-4
O=C(Nc1ccc(F)cc1)OCc1cn(Cc2ccc(Cl)cc2)nn1	-2
CCOC(Cn1c(CCCO)nc2ccccc21)OCC	6
CN(C(=O)COC(=O)C1CCN(S(=O)(=O)c2cccs2)CC1)c1ccccc1	0
OC(CNCc1ccccc1Cl)C(F)(F)F (stereo not given)	2
CN(C)C(=O)c1ccccc1Sc1cc(Cl)ccc1Cl	-2
CCN(CC)c1ccc(-n2cc3c(=O)n(C)c(=O)n(C)c3c2)cc1	-4
C[C@@H]1CCCCO[C@H](CN(C)C(=O)c2ccncc2)[C@H](C)CN([C@@H](C)CO)C(=O)c2cc(NC(=O)c3ccccc3)ccc2O1	-1
Cc1nc(SCC(=O)NCCc2ccccc2)n[nH]1	-2
COc1cc(/C=C/C(=O)OCC(=O)NCc2ccco2)ccc1OC(F)F	0
O=C(Nc1nnc(C2CCCO2)s1)c1cccs1 (stereo not given)	5
Cc1ccc(CSc2nnc(-c3cccc4ccccc34)o2)cc1	2
O=C(Cn1nnc(-c2ccccc2NC(=O)c2ccccc2F)n1)NCc1ccco1	2
O/N=C(\CN1CCCCC1)c1ccccc1	5
CN1CCN(c2ccc(Cl)cc2NC(=O)c2ccc([N+](=O)[O-])cc2)CC1	4
COc1ccccc1COCC(O)CN(Cc1ccco1)Cc1ccccc1O (stereo not given)	-3
O=C(COc1cccc2cccnc12)NCC(F)(F)F	1
COc1ccc(N=c2cc(-c3ccc(OC)cc3)oc3ccccc23)cc1	1
COc1ccc(S(=O)(=O)N2CCCC2CNC(=O)C(=O)Nc2cccc(F)c2)cc1 (stereo not given)	0
O=C(CN1C(=O)CCSc2ccccc21)Nc1ccc(Cl)c(Cl)c1	-1
O=C1CC(C(=O)N2CCN(S(=O)(=O)c3cccc(F)c3)CC2)CN1Cc1ccccc1Cl (stereo not given)	-1
COc1ccccc1CN1CC(C(=O)NC2CCCCC2)CC1=O (stereo not given)	-2
COc1ccc(Cl)cc1NC(=O)N(C)Cc1c(C)nn(C)c1C	-1

Compounds from the list above with an NH in an aromatic ring, in the order listed:
SMILES	TbREL1 inh
O=c1[nH]c2ccc(S(=O)(=O)Nc3ccc(-c4nnc5n4CCCCC5)cc3)cc2o1	7
COc1cc(-c2ccc(N3C(c4ccsc4)=Cc4ccc(F)cc4C3c3c[nH]c4ccc(C#N)cc34)cc2)cc(OC)c1OC (stereo not given)	1
C=CCn1c(C)cc(C(=O)CSc2n[nH]c(N)n2)c1C	-4
C[C@]12c3[nH]c4ccc(Cl)cc4c3CCN1C(=O)[C@@H](CC(=O)NCc1cccc(C(F)(F)F)c1)C[C@@H]2C(=O)N1CCCCC1	2
Cc1ccc(C)c(NC(=O)CSc2n[nH]c(-c3ccccn3)n2)c1	1
CCCc1cc(=O)n2[nH]c(SCc3ccccc3)nc2n1	7
O=C(CSc1ncn[nH]1)NCc1ccc(Cl)cc1	1
Cc1cccc(NC(=O)c2nc[nH]c2C(=O)NCC(=O)OCc2ccccc2)c1	5
CSc1nc(Cl)c(Br)c(Nc2c[nH]c(=O)[nH]c2=O)n1	5
CCCCN(C(=O)CN1C(=O)C2CC=CCC2C1=O)c1c(N)n(CCC)c(=O)[nH]c1=O (stereo not given)	3
COc1ccc(Cl)cc1NC(=O)CSc1nc(NS(=O)(=O)c2ccccc2)cc(=O)[nH]1	-3
Cc1cc(=O)[nH]c(SCC(=O)NC2CCCc3ccccc32)n1 (stereo not given)	2
O=C(CCCc1c[nH]c2ccccc12)Nc1ncccc1O	-4
Cc1nc(SCC(=O)NCCc2ccccc2)n[nH]1	-2
